# Screening data deposited in PubChem by National Center for Advancing Translational Sciences (NCATS).
# KDM5B inh: Primary screen for KDM5B Histone Demethylases FDH-coupled qHTS; KDM5B demethylase, FDH-coupled NADH fluorescence (FDH is formaldehyde dehydrogenase); Potency, µM (titrated, usually from 57.7 µM), for the others: at the top dose activity change, negative = inhibition, most hits filed as inhibitors; AID 1347165, 2019; 220,000 compounds, 2.6% hits; Lysine-specific demethylase 5B (Homo sapiens), Q9UGL1; active = well fitted inhibition curve with a large enough effect; inconclusive = small, poorly fitted or top-dose-only effect; inactive = no such curve, though single readings can be large or run the other way; note: 0% is about no effect; nearly all actives have a fitted effect of over 70% in size
# Target sequence (Q9UGL1 whole entry, looked up): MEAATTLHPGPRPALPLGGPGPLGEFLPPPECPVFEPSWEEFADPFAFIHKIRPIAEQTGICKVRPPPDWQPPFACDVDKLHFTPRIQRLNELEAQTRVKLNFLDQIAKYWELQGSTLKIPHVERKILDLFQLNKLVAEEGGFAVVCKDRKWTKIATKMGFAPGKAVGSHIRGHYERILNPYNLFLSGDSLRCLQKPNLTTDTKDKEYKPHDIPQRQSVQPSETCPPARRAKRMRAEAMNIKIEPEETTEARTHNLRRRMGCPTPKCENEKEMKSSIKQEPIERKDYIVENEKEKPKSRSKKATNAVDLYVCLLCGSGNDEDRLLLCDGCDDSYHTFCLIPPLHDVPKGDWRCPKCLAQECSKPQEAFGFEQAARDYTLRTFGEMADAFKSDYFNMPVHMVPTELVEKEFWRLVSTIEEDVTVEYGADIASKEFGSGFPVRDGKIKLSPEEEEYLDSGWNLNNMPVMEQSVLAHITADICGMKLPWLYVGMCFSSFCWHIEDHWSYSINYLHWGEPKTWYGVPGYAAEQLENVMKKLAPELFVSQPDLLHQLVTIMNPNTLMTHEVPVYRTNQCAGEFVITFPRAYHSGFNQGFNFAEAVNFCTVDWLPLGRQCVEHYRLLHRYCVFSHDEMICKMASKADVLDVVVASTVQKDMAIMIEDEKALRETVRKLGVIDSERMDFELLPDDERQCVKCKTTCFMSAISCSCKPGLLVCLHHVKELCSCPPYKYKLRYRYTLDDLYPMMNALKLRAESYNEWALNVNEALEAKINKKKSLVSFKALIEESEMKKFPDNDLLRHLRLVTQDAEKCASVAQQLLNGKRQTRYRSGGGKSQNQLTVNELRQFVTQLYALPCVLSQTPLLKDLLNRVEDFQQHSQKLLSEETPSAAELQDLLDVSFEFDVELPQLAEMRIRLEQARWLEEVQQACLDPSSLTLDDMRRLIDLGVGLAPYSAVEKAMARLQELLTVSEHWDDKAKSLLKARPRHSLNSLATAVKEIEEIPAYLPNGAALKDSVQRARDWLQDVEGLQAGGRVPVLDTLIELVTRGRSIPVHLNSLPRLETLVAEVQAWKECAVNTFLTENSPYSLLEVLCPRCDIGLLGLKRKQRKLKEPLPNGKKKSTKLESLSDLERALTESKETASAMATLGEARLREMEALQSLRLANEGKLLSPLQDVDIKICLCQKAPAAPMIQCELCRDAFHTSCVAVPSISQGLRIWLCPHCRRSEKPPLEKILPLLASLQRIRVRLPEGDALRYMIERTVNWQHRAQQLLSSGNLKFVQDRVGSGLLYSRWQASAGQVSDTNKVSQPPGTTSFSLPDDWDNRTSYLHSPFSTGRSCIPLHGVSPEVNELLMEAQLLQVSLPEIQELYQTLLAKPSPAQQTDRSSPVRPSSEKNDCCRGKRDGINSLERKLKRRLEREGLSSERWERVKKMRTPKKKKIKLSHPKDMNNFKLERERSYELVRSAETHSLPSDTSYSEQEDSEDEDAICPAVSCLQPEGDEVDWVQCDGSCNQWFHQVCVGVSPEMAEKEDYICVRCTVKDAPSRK
#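 Coupled FDH/NAD⁺ fluorescence readout. KDM5BΔAP 200 nM final; compound titration, 10 min RT preincubation; substrate mix 12.5 µM H3K4me3, 25 µM 2-OG, 50 µM Fe(II), 100 µM ascorbate, 0.25 mM NAD⁺, 0.25 U/mL FDH; ΔRFU over 30 min.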
# * = called active by the depositor; ? = inconclusive; & = joins results of further samples; [ ] = dose if it differs, or a comment. Potency is the fitted concentration of half-maximal effect.
KDM5B inh	Compound
-13.4%	CC1(CCc2ccccc2)NC(=O)N(NC(=O)c2nn(-c3ccccc3)c(=O)c3ccccc23)C1=O (stereo not given)
-7.1%	COc1ccc(OC)c(NC(=O)c2c(-n3cnnn3)sc(C)c2C)c1
-25.2%	Cc1cccc(-n2ccnc2SCC(=O)Nc2cccc3ccccc23)c1C
8.2%	CC1(C)CC(NC(=S)Nc2ccccc2)CC(C)(CNC(=S)Nc2ccccc2)C1 (stereo not given)
?	CN(C)c1ccc(C(=O)NC2CCN(c3cc(-c4ccc(Cl)cc4)[nH]n3)C2)cc1 (stereo not given)
0.1%	Cn1cccc1CN1CC(F)(F)C[C@H]1c1nnc(C2CC2)o1
16.8%[86.2 µM]	O=C(Nc1ccc([C@@H](O)[C@H]2COCC(=O)N2Cc2ccc(F)cc2)cc1)C1CCC1
-17.3%	O=C(CCC1CCN(C(=O)c2ccccc2F)CC1)Nc1cccc(Cl)c1
?	CC(=O)N1CCC(N2CC3CC(C2)[C@H]2CCCC(=O)N2C3)CC1 (stereo not given in full)
-24.4%[86.2 µM]	O=C(Nc1ccccc1)O[C@@H]1CO[C@H]2[C@@H]1OC[C@@H]2NC(=O)C1CC1
-12.0%	COc1ccc2c(c1)OCC(CNC(=O)c1cc(-c3ccncc3)n[nH]1)C2 (stereo not given)
-0.3%	O=[N+]([O-])c1cc(S(=O)(=O)Nc2ccc(Cl)cc2)ccc1N/N=C/c1ccccc1C(F)(F)F
10.4%	O=C(OCC(=O)N1CCC(c2ccccc2)=N1)c1cc2c(s1)CCCC2
26.6%	COc1cccc(C(=O)N2CCC3(CC2)N(C2CCCC2)C(=O)CS3=O)c1 (stereo not given)
7.7%[86.2 µM]	CNC(=O)[C@@H](c1ccccc1F)N1CCC[C@H]1C(=O)N1CCCCC1
1.0%	COc1ccc(CNC(=O)CCc2nc3cccnc3n2Cc2ccc(OC)cc2)cc1
-30.6%	COc1ccc(-n2ccnc2SCC(=O)NO)cc1
-11.8%	COCCN1CC(CO)C2(CCN(C(=O)Cc3cccnc3)CC2)C1 (stereo not given)
8.2%	Cc1cc(C)c(S(=O)(=O)n2cnc3ccccc32)cc1C
6.2%	CC(OC(=O)CSc1nc2ccccc2o1)C(=O)NC1(C#N)CCCCC1 (stereo not given)
21.2%	CC(Sc1nc(N)cc(N)n1)C(=O)c1ccccc1 (stereo not given)
-23.4%	O=C(NCc1ccccc1)c1cccn1-c1nnc(N2CCCC2)s1
-16.1%	Cc1cccc(Cn2cc(S(=O)(=O)c3ccccc3)c(=O)c3cc(F)c(N4CCOCC4)cc32)c1
20.3%	CCCCCn1c(N2CCN(c3cccc(Cl)c3)CC2)nc2c1c(=O)[nH]c(=O)n2C
?	COc1ccc(CN2Cc3[nH]nc(-c4ccc(N5CCN(C)CC5)cc4)c3CC2=O)cc1
?	CC(C)(C)c1ccc(OCc2ccc(C(=O)NN)o2)cc1
34.4%	CCCCN(Cc1ccccc1)C(=O)C1CCC(=O)N(CCc2ccccn2)C1 (stereo not given)
-7.9%	O=c1c2cnn(-c3ccc(F)cc3)c2ncn1CC(O)COc1ccc(Cl)cc1Cl (stereo not given)
-20.0%	Cc1nn(CCCC(=O)NCc2ccccc2)c(=O)c2cc3sccc3n12
10.9%[86.2 µM]	C[C@H](O)c1onc(-c2ccc(F)cc2)c1C(=O)N1CCCC1

# Four entries already listed, arranged by the value under KDM5B inh, ascending.
KDM5B inh	Compound
-30.6%	COc1ccc(-n2ccnc2SCC(=O)NO)cc1
-16.1%	Cc1cccc(Cn2cc(S(=O)(=O)c3ccccc3)c(=O)c3cc(F)c(N4CCOCC4)cc32)c1
-0.3%	O=[N+]([O-])c1cc(S(=O)(=O)Nc2ccc(Cl)cc2)ccc1N/N=C/c1ccccc1C(F)(F)F
34.4%	CCCCN(Cc1ccccc1)C(=O)C1CCC(=O)N(CCc2ccccn2)C1 (stereo not given)

# Exported with each value named: part of the list above.
> CC1(CCc2ccccc2)NC(=O)N(NC(=O)c2nn(-c3ccccc3)c(=O)c3ccccc23)C1=O (stereo not given)
  KDM5B inh: -13.4%
> Cc1cc(C)c(S(=O)(=O)n2cnc3ccccc32)cc1C
  KDM5B inh: 8.2%

# Later entries:
KDM5B inh	Compound
?	Cc1cc(C)n(-c2nc3ccccc3nc2N2CCN(C(=O)c3ccccc3Br)CC2)n1
-12.8%	COc1ccc(NC(=O)C2=CC(c3ccc4c(c3)OCO4)=NS(=O)(=O)N2C)cc1
12.2%	COC(=O)[C@]12C[C@H](CC(=O)NCc3cccs3)C(=O)N(CCc3ccc(OC)c(OC)c3)C1=C[C@H](COCc1ccccc1)O[C@@H]2C
?	O=S(=O)(c1cccc(Cl)c1)n1c(/C=C/c2ccccc2Cl)nc2ccccc21
?	COc1ccc2cc(C(=O)NC(CC(C)C)C(=O)O)ccc2c1 (stereo not given)
31.7%[activator]	CCCCc1noc(CN2CCc3cc(OC)c(OC)cc3C2CC(=O)OC)n1 (stereo not given)
?	COc1ccccc1CN1CCNc2cnc(Oc3ccccc3)cc2C1
8.4%	CCOC(=O)c1[nH]ncc1C1CC(=O)Nc2c1cnn2Cc1cccnc1 (stereo not given)
0.8%	CCN1CCC2(CCC1=O)CN(Cc1nc(C(=O)NC)no1)CCN2C (stereo not given)
?	COc1cc(Cl)ccc1C(=O)N1CCN(c2cc(C(F)(F)F)nc(C)n2)CC1
?	COc1ccc(CN[C@H]2C[C@H]3C(=O)NC[C@@H](CCC(=O)NCc4ccc(F)cc4)N3C2)cc1
-11.6%	O=c1c2c3c(sc2n(Cc2cc(=O)n4ccccc4n2)c(=O)n1-c1ccccc1)CCC3
-20.1%	Cc1ccc(S(=O)(=O)Cc2noc([C@@H]3C[C@@H](O)CN3Cc3ccc(C(F)(F)F)cc3)n2)cc1
?	Cc1nc2scc(CC(=O)N3CCCC3)n2c(=O)c1-c1cc(C)n(-c2ccccc2F)n1
-4.7%&0.0%	COc1ccc(OC)c(C2CC(=O)Nc3c2c(=O)[nH]c2nc4ccccc4n32)c1 (stereo not given)
2.0%	COc1cccc(Nc2nc3c(S(=O)(=O)c4ccccc4)nnn3c3ccsc23)c1
-11.4%	CCc1ccccc1S(=O)(=O)N1CCC2(CC1)C(=O)N(CC)c1ccccc12
4.1%	O=C(CSc1nnc2ccccn12)c1ccc(F)cc1
-14.3%	CC(C)CC(=O)N1CCCC(Cc2nncn2C(C)C)C1 (stereo not given)
-13.7%	Cc1cc(C)c2c(=O)cc(CSc3nnc(-c4ccccc4)n3C)[nH]c2c1
-0.7%	Cc1ccc(-n2nc(C(=O)N3CCN(c4ccc(F)cc4)CC3)c(=O)n(C)c2=O)cc1
?	O=C(NCCN1CCOCC1)c1cc(-c2cccs2)nc2ccccc12
?	CCOc1ccc(-c2cc(=O)c3ccc(NC(=O)c4ccccc4C)cc3o2)cc1
-12.2%	Cc1ccc(S(=O)(=O)Nc2nc3ccccc3nc2N2CCN(c3ccccc3)CC2)cc1
31.6µM*	COc1cncc(Nc2ncc(-c3cccc(N(C)C)c3)c3c2OCC3)c1
-14.1%	CCCNC(=O)NCC(=O)N1CCCCCNC(=O)CC1c1ccccc1 (stereo not given)
-14.4%	COc1ccc(CCNC(=O)c2cnn(-c3ccc(F)cc3)c2C2CCN(C(=O)OC(C)(C)C)CC2)c(OC)c1
28.2µM*	COc1ccc(-c2noc([C@@H]3CCCN3C(=O)Cc3ccccc3C)n2)cc1OC
-21.5%	Cc1ccc(-n2nnnc2SCC(=O)Nc2cc(C)nn2-c2ccccc2)cc1
?	OCC1CN(Cc2ccccc2)CC12CCN(Cc1ccncc1)CC2 (stereo not given)
10.8%	COc1ccc(C2=NOC(C(=O)NC(C)(C)C)C2)cc1 (stereo not given)
-2.2%	O=C(NNC(=O)C(O)c1ccccc1)NC1CCCCC1 (stereo not given)
?	Cc1nn(-c2ccccc2)c2sc(C(=O)Nc3ccccc3Br)cc12
?	COc1cccc(NC(=O)C2CCN(c3nnc(-n4c(C)ccc4C)s3)CC2)c1
-5.6%	Cc1ccc(C(=O)N2CCOCC2)cc1S(=O)(=O)N1CCOCC1
20.1%	Cc1ccc(S(=O)(=O)N2CCN(CCNC(=O)c3ccccc3C(F)(F)F)CC2)cc1
-11.9%	O=C(CCn1ccn2nc3c(c2c1=O)CCCC3)Nc1ccc(F)c(Cl)c1
-12.5%	O=C(N[C@@H]1CCOC[C@H]1OCCO)c1ccc2c(c1)ncn2CCO
-8.4%	Brc1cccc(/C=N/Nc2cccc3cccnc23)c1
-6.3%	Cc1nc2nncn2c(NCc2ccc(Cl)cc2)c1C
1.2%	COc1ccc(-c2nc(CC(=O)NC3CCN(Cc4ccccc4)CC3)cs2)cc1
?	O=C(NCc1ccccc1)c1ccc2c(c1)sc1nc(-c3ccc(F)cc3)cn12
-0.7%	CN(C(=O)CCNC(=O)Cn1ccc2ccccc2c1=O)c1ccc(Br)cc1
?	O=[S+]([O-])(NC1CCN(c2nc3ncccc3o2)CC1)c1cccc(C(F)(F)F)c1
5.4%	Cc1ccc(C(=O)Nc2ccc(CCC(=O)N(C)C)cc2)cc1
15.5%	CCCCN(C)c1nnc(NC(=O)Nc2cc(Cl)c(OC)cc2OC)s1
-10.7%	C[C@@H]1CN(C(=O)CCCc2ccccc2)C[C@@]1(O)C1CC1
-3.4%	Cn1ncc(N2CCCC(CC(=O)Nc3ccc(F)cc3F)C2)cc1=O (stereo not given)
-75.6%	CC(C)Oc1ccccc1C1C=C(C(=O)O)Nc2ncnn21 (stereo not given)
4.3%	COc1ccc(-c2c(C)nn3c(N4CCN(c5cc(Cl)ccc5C)CC4)cc(C)nc23)cc1OC
6.9%[115 µM]	CN(C)[C@@H]1CO[C@H](CNC(=O)CC(C)(C)C)[C@H]1O
-16.3%	COc1ccccc1CCNC(=O)Cc1c(C)c2c(cc(C)c3c(C)c(C)oc32)oc1=O
-6.4%	Cc1ccc(C(=O)Nc2ccc(-c3nc4ccccc4s3)c(O)c2)c(C)c1
2.1%	CCOc1ccc(NC(=O)Cc2cc(Cl)c3c(c2)OCCCO3)cc1S(=O)(=O)N1CCCC1
4.6%	CC(c1nnc(-c2cccs2)o1)N(C)Cc1ccc(Br)cc1 (stereo not given)
?	COC(=O)c1cc(-c2ccc(OC)cc2)nc2ccc(C)cc12
15.7%	CNC(=O)c1ccc(NC(=O)C2CCN(S(=O)(=O)c3ccc4c(c3)CCC4)CC2)cc1
-8.7%	Cc1ccc(OCCN(C)C(=O)c2cc(COc3ccc(F)cc3F)on2)cc1
2.6%	CCOC(=O)c1c(NC(=O)/C(C#N)=C/c2ccc(OC)cc2)sc2c1CCC2
-13.9%	CCCN(CCC)c1ccc(C2N=C(N)Nc3nc4ccccc4n32)cc1 (stereo not given)

# 5 of the compounds above, comma-delimited:
Structure,KDM5B inh
O=C(CCn1ccn2nc3c(c2c1=O)CCCC3)Nc1ccc(F)c(Cl)c1,-11.9%
O=C(N[C@@H]1CCOC[C@H]1OCCO)c1ccc2c(c1)ncn2CCO,-12.5%
Brc1cccc(/C=N/Nc2cccc3cccnc23)c1,-8.4%
Cc1nc2nncn2c(NCc2ccc(Cl)cc2)c1C,-6.3%
COc1ccc(-c2nc(CC(=O)NC3CCN(Cc4ccccc4)CC3)cs2)cc1,1.2%

# Going on with the list:
KDM5B inh	Compound
-27.6%	Cc1cc(N2CCCC2)nc(Nc2ccc(NC(=O)c3c(F)cccc3F)cc2)n1
24.2%	Cc1cccc(C(=O)N2CCC(Cc3ncc(C)n3C(C)C)C2)c1 (stereo not given)
5.3%	Cc1cccc(Nc2nc(C(=O)N(C)C3CCCCC3)cs2)c1
-15.0%	COc1cccc(-c2cc(C(=O)N3CCCC3)c3ccccc3n2)c1
-10.7%	CCCSc1nc2sc3c(c2c(=O)n1-c1ccccc1)CCC(C)C3 (stereo not given)
3.3%	Cc1ccc2c(CN3CCN(CCc4ccncc4)CC3)cc(=O)oc2c1
-17.4%	COCCC1(NS(C)(=O)=O)CCN(C(=O)C2(c3ccc(OC)cc3)CC2)CC1
-5.3%	O=c1n(-c2ccc([N+](=O)[O-])cc2)nc2n1CCN([S+](=O)([O-])c1cccc(C(F)(F)F)c1)C2
17.6%	N#Cc1ccnc(Sc2ccc(F)cc2)c1
-15.2%	CCn1nc(C)c(-c2nc(C3CCOC3)no2)c1C (stereo not given)
35.5µM*	CN1CCN(C)c2cnc(-c3ccc(C(=O)N(C)C)cc3)cc2C1
?	COCCN[C@@H]1C[C@@H]2c3[nH]c4ccccc4c3C[C@@H](C(=O)OC)N2[C@H](c2ccc(Cl)c(F)c2)C1
-1.0%	Cc1ccc(N(CC(=O)N2CCc3ccccc3C2)S(C)(=O)=O)cc1Cl
1.3%	COc1ccc(-c2nc(C(=O)N3CCC(C)CC3)nn2-c2ccccc2Cl)cc1
-4.1%	O=C(CN1C(=O)NC2(CCS(=O)(=O)CC2)C1=O)NCc1ccccc1Cl
-15.3%	Cc1cnc(CCNC(=O)c2n[nH]c(=O)c3ccccc23)n1C1CC1
-12.7%	COc1cccc(CN(C)C(=O)CN2CCC(c3nc4ccccc4s3)CC2)c1OC
?	Cc1cc(C)c2oc(C(=O)N(Cc3ccc(C)o3)c3ccccn3)cc(=O)c2c1
2.6%	COc1ccccc1C(=O)N1CCC2(CC1)OC(=O)N(Cc1ccccc1C#N)C2(C)c1ccccc1 (stereo not given)
19.7%[115 µM]	C=CCNC(=O)N1CC[C@H]2CC(=O)N(C3CC3)CC[C@H]2C1
-10.9%	CCOC(=O)/C=C/c1ccc(NC(=O)c2ccc(CN3CCOCC3)cc2)cc1
-11.0%	CCOC(=O)CN1C(=O)N(c2ccc(C)c(C)c2)S(=O)(=O)c2ccccc21
?	Cc1ccc(-c2cn(-c3cccc(Cl)c3)c(S(=O)(=O)CC(=O)Nc3ccccc3F)n2)cc1
3.8%	COc1ccc(C(=O)NCC2CCCCC2)cc1S(=O)(=O)N(C)C
-7.7%	COc1cccc(C(=O)N2CCC(c3nn(C)c4c3COCC4)CC2)c1

# Some of the compounds tested (hit frequency here may not be typical).
